High-throughput results as filed in PubChem BioAssay.
CHRM1 antagonist: antagonists of human M1 muscarinic receptor; P11229; CHO-K1 hM1, Fluo-8 calcium fluorescence, ACh EC80 antagonist; inhibition, % at 3 µM; 1.3% of 360,000 active;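 active = percent inhibition above its own plate's cutoff, namely the mean of that plate's compound wells plus 3 SD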;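 also: peak over basal fluorescence ratio during 140 s after agonist addition; 0% = ACh EC80 plus DMSO and 100% = DMSO alone without agonist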
CHRM4 agonist: agonists of human muscarinic M4 receptor (CHRM4). P08173. CHO-K1 hM4/Gqi5, Fluo-8 calcium fluorescence; vehicle 0%, full acetylcholine response 100%. activation, % at 3 µM. 0.14% of 360,000 active;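 active = activation above the run mean over all test wells plus 3 SD, cut at about 32% in these data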;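 also: peak over basal fluorescence ratio per well then scaled between controls; 0% = DMSO wells and 100% = acetylcholine at EC100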
Target sequence (P08173 whole entry, looked up): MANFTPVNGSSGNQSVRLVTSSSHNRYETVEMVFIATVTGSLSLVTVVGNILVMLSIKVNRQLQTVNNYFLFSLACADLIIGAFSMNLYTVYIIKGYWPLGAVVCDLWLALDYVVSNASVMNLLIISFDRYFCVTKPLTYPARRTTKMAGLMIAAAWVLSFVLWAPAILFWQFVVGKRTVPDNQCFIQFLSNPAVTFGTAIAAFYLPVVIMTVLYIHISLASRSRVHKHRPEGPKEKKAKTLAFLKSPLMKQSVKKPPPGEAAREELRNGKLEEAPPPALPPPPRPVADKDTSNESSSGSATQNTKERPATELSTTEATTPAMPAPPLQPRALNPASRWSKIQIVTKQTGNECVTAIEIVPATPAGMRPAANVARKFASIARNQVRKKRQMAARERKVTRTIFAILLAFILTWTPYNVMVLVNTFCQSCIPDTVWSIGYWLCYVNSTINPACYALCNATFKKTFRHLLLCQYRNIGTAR
TAAR1 ag: agonists of human TAAR1. Q96RJ0. CHO RD-HGA16 TAAR1, Fluo-8 calcium fluorescence; vehicle wells 0%, saturating PEA agonist 100%. activation, % at 3 µM. 0.99% of 360,000 active. AID 624467;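 active = activation above the mean activation of all test compounds in the run plus 3 SD, cut at about 38% in these data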
Target sequence (Q96RJ0 whole entry, looked up): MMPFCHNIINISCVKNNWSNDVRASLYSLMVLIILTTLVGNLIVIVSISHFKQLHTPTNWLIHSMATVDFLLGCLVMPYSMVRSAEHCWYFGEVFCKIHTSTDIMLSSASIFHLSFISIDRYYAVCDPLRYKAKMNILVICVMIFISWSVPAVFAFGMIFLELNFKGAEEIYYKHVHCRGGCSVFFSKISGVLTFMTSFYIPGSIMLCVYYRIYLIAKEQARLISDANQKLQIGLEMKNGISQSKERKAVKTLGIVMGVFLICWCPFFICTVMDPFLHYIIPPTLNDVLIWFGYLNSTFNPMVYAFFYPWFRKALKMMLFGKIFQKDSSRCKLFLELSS
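Test system: RD-HGA16 (CHO) cells co-expressing Gα16 and hTAAR1; dosing: one-point dosing at 3 µM (nominal); timing: 17-24 h seeding, 75 min 37 °C dye, 30 min RT; signal: kinetic Fluo-8 calcium fluorescence; read-out basis: % activation relative to PEA EC100 response; controls: DMSO and PEA EC100; replicates: n 1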
M1 PAM: human CHRM1 positive allosteric modulation. activation, % at 3 µM. CHO-K1 hM1, Fluo-8 calcium fluorescence, ACh EC20; 0% = ACh EC20, 100% = maximal ACh. 0.088% of 360,000 active. P11229; in the data active = activation above about 19%, passing the limit was not always enough
CHRM5 PAM: positive allosteric modulators of human muscarinic M5 receptor. P08912. CHO-K1 hM5, Fluo-8 calcium, ACh EC20 PAM; 0% = ACh EC20, 100% = ACh EC100. activation, % at 3 µM. 0.3% of 360,000 active. AID 624038;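 active = activation above the run cutoff, the mean activation of all test compounds plus 3 SD, cut at about 18% in these data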
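Replicates: One well per compound, no replicates | System: Human M5 receptor in CHO-K1 cells | Benchmarks: Low control EC20 acetylcholine (0%), high control EC100 acetylcholine (100%) | Probe or stimulus: Acetylcholine, EC20 level | Times: Fluo-8 loading 80 min at 37 °C plus 30 min room temperature | Signal: Intracellular calcium via Fluo-8 fluorescence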
M1 ag: activates human CHRM1 receptor; 0.33% of 360,000 active; P11229; activation, % at 3 µM; CHO-K1 hM1, Fluo-8 calcium fluorescence, agonist mode; 0% DMSO, 100% acetylcholine EC100; AID 588814;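 active = activation above the run's mean compound activation plus 3 SD, cut at about 16% in these data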;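 also: peak over basal fluorescence ratio within a 140 s kinetic read after compound addition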
CHRM5 agonist: CHRM5 agonism in calcium assay | P08912 | CHO-K1 hM5 cells, Fluo-8 calcium fluorescence; 0% DMSO wells, 100% maximal acetylcholine response | activation, % at 3 µM | 0.19% of 360,000 active | AID 624037;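 active = activation above the run's mean over test compounds plus 3 SD, cut at about 23% in these data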;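 also: signal is peak over basal fluorescence ratio across the kinetic read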
M4 antag: blocks acetylcholine activation of human M4 receptor | P08173 | CHO-hM4 cells, ACh EC80, Fluo-8 calcium fluorescence | inhibition, % at 3 µM | 0.73% of 360,000 active | AID 624125;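 active = inhibition above its plate's cutoff, the mean inhibition of sample wells plus 3 SD, cut at about 27% in these data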;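 also: 0% = acetylcholine EC80 with DMSO and 100% = DMSO without agonist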
M5 antag: CHRM5 antagonism in calcium assay; CHO-hM5 cells, Fluo-8 calcium fluorescence, ACh EC80; inhibition, % at 3 µM; 0.59% of 360,000 active; AID 624040;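 active = inhibition above a per-plate cutoff, the mean of that plate's test compounds plus 3 SD, cut at about 27% in these data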;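 also: 0% = acetylcholine EC80 with DMSO and 100% = DMSO without agonist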
* = called active by the depositor; . = not tested or not shown. A portion of the library (hit frequency here may not be typical).

SMILES	CHRM1 antagonist	CHRM4 agonist	TAAR1 ag	M1 PAM	CHRM5 PAM	M1 ag	CHRM5 agonist	M4 antag	M5 antag
O=C(CC1S/C(=N/N=C/c2ccco2)NC1=O)Nc1ccccc1 (centres undefined)	2	2	0	1	3	-1	1	-2	0
C[C@H](NC(=O)[C@H](Cc1ccccc1)n1c(=O)[nH]c2ccccc2c1=O)C(=O)N1CCC[C@H]1C(=O)O	-7	0	5	5	2	1	-1	-12	7
CCCCCCOC(=O)/C=C/c1c(C)[nH]c(=O)[nH]c1=O	-4	0	8	8	6	-3	2	5	-6
COc1ccc(-c2nc(NC(=O)c3ccc(OCC(=O)Nc4ccc(F)cc4)c(OC)c3)sc2C)cc1	17	6	7	-7	-11	-6	1	12	17
O=C(N[C@@H]1CC[C@@H](CCNS(=O)(=O)c2ccc(Cl)cc2)O[C@@H]1CO)c1cccnc1	.	0	2	.	-6	.	-1	-4	3
Cc1ccc(Sc2cc(C(=O)c3ccccc3C(=O)O)ccc2[N+](=O)[O-])cc1	-9	0	0	7	0	-4	-5	-7	3
O=C(CSc1nnc(-c2ccc(Cl)cc2)n1-c1ccc(Cl)cc1)N/N=C/c1ccco1	5	3	13	-1	-4	1	0	-10	5
COc1cc(=O)n(C)c2c(OCC3OC(C)(C)OC3(C)C)cccc12 (centres undefined)	-2	7	6	9	-1	4	3	-18	0
CN1CCN(S(=O)(=O)c2cccc(C(=O)N3CCc4ccccc43)c2)CC1	7	2	4	-1	-6	-9	-4	4	5
NS(=O)(=O)c1cccc(NC(=O)CSc2n[nH]c(-c3ccccc3Br)n2)c1	6	0	2	-1	-7	-4	-1	-2	16
O=C(O)C1CCCCC1C(=O)NCCc1ccc(F)cc1 (centres undefined)	3	0	81*	2	4	-2	0	3	8
CCOC(=O)N1CCN(c2ccc(S(=O)(=O)N3CCOCC3)cc2[N+](=O)[O-])CC1	-12	1	1	12	1	0	2	-5	4
O=c1oc2ccccc2c(NC2CCCCC2)c1NS(=O)(=O)c1ccc(F)cc1	-2	2	4	-1	-2	-5	-3	7	-8
COc1cc(OC)cc(-c2c(C#Cc3ccsc3)c3cc(-c4ccc(CN5CCOCC5)cc4)ccc3n2C)c1	-13	3	1	5	-18	-3	-5	3	11
Cc1cc(C)n(-c2ccc(C(=O)NCc3ccc4c(c3)OCO4)cc2)n1	1	1	0	4	-7	-6	-6	12	4
CCOc1ccc(N(C(C)C(=O)N/N=C(\C)C(C)(C)C)S(C)(=O)=O)cc1 (centres undefined)	-7	-1	6	2	-4	-4	-3	2	4
C#CCn1cnc2c(cnn2-c2ccc(C)c(C)c2)c1=O	1	2	0	4	4	-3	-1	12	-3
COc1ccc(CC(=O)NNC(=O)COc2ccc(F)cc2)cc1S(=O)(=O)N1CCOCC1	-13	1	1	2	-2	-1	2	-7	4
C[C@H](O)[C@@H]1C(=O)N2CCc3ccc(N4CCN(C)CC4)cc3[C@@H]2C[C@@H]1N(C)C(=O)c1cccnc1	-12	1	1	-1	0	-9	1	3	1
COc1cc(-c2nnn(CC(=O)N3CCOCC3)n2)cc(OC)c1OC	-10	1	2	3	10	-1	-10	-6	-9
Cc1ccc(C(=O)NCCCNc2ccccc2[N+](=O)[O-])cc1	2	0	-1	1	-2	-5	-6	6	6
CCCOc1ccc(C(=O)Nc2ccccc2[N+](=O)[O-])cc1	-22	0	2	0	0	-4	-5	-15	9
Cc1c(NS(=O)(=O)c2ccc(C(=O)NCc3ccccc3)cc2)c(=O)n(-c2ccccc2)n1C	4	4	4	3	10	5	2	-10	-6
CC(C)(C)OC(=O)NC1CONC1=O (centres undefined)	2	0	0	6	5	2	-1	5	-11
Cc1ccc(-n2nc3ccc(NC(=O)C(C)C)cc3n2)cc1	-5	1	14	4	7	-5	-2	4	-4
Cc1ccc(CNC(=O)C2CCC(=O)N2Cc2ccc(F)cc2)cc1 (centres undefined)	-24	1	-1	26	4	-2	-4	-6	4
Cc1ccc(C)c(N2C(=O)c3cc(N4CCOCC4)c([N+](=O)[O-])cc3C2=O)c1	2	3	4	1	4	-3	3	-3	-3
CCC(C)(C)NC(=O)C(c1ccncc1)N(C(=O)Cn1nnc2ccccc21)c1cc2c(cc1C(C)=O)OCO2 (centres undefined)	-5	0	2	8	3	-2	5	-11	-10
CC(=O)c1cc2c(cc1NC(=O)c1ccc(C)cc1)OCCO2	-2	1	0	4	-4	-5	1	7	2
COc1cccc(CN(C)C(=O)CSCC(=O)Nc2cccc(C)c2)c1OC	0	5	11	-5	-11	-2	1	-6	7
COC(=O)Cn1c(CN(C)Cc2ccccc2)nc2c1c(=O)n(C)c(=O)n2C	4	2	5	-22	-4	0	0	2	6
CCc1nc2ccccc2c(C(=O)Nc2ccc(C)cc2)c1C	-23	0	1	9	-2	1	-3	-6	3
CCc1ccccc1NC(=O)CC(O)(C(=O)OC)C(F)(F)F (centres undefined)	-10	0	0	4	4	-11	-1	6	3
NC(=O)CSc1ncnc2c1oc1ccccc12	-18	1	1	12	4	-6	-1	-4	-1
CC(C)=NOc1nc(NC(=O)NS(=O)(=O)c2ccccc2Cl)nc(N(C)C)n1	2	1	0	-2	12	-4	0	-9	-14
COc1cc([N+](=O)[O-])ccc1NC(=O)Nc1ccc2c(c1)OCCO2	3	0	10	6	22*	0	4	1	11
OCC1(Cc2ccccc2C(F)(F)F)CCN(Cc2ccccc2)CC1	21	8	7	-15	-25	-5	-14	2	11
CC(C)(C)Nc1nc(Cl)nc(Nc2ccccc2)n1	1	-2	-1	-9	-9	-8	-16	-6	5
Cc1sc2nc(SCc3nc(-c4ccccc4)no3)n(-c3ccccc3)c(=O)c2c1C	-3	0	10	5	-7	-3	-3	-14	7
O=C(C[n+]1cccc(/C=N/O)c1)N1CCCCCC1	-6	1	4	3	2	-10	-5	-2	-6
CCOC(=O)CC(=O)CSc1nc2c(sc(=S)n2-c2ccccc2)c(=O)[nH]1	-8	1	5	3	-1	2	5	1	4
Cc1cccc(NC(=O)C2C3C=CC4(O3)C2C(=O)N(CCCN2CCCC2)C4C(=O)NC2CCCC(C)C2C)c1 (centres undefined)	-8	0	-5	6	1	-9	-5	0	7
C#CCN(C)CC/C=C1\c2ccccc2CSc2ccccc21	79*	-2	10	-20	-41	-6	-15	32*	37*
CCCn1nc(C(=O)Oc2ccc3c(C)cc(=O)oc3c2)c2ccccc2c1=O	3	1	0	0	0	-4	1	-6	-4
COCCN(C(=O)COC(=O)CCOc1ccccc1)c1c(N)n(Cc2ccccc2)c(=O)[nH]c1=O	-18	0	.	12	0	-1	-1	-11	6
Cc1cc(NC(=O)c2ccc(C)s2)n(-c2ccccc2)n1	-7	1	1	3	-1	-2	-2	-20	-5
CCOC(=O)C1CCN(C(=O)Cc2ccccc2OC)CC1	0	1	5	1	3	-4	3	1	5
O=C(Nc1ccc(C(=O)N2CCCCC2)cc1)c1ccccc1	-4	2	4	3	3	-1	3	-10	-15
COc1ccc(NS(=O)(=O)c2ccc(C)c(C(=O)N3CC(C)OC(C)C3)c2)cc1 (centres undefined)	10	-1	0	8	-1	13	0	2	-3
CCOC(=O)N1CCC(NC(=O)CSCc2nc(-c3ccc(C)cc3)oc2C)CC1	6	1	-3	-6	-9	-3	-2	0	3
COc1ccc(Cl)cc1NC(=O)CSc1nc(N2CCCCC2)nc(N2CCCCC2)n1	-29	0	1	10	14	-2	1	6	8
CCCCNc1nc(NCc2ccccc2)nc2ccccc12	.	105*	78*	.	-25	.	80*	90*	82*
Cc1cc(C)c(C2=CC(=O)C[C@H](c3ccc4c(c3)OCO4)C2)c(C)c1	14	0	18	-8	-7	-3	-2	11	10
CC1CC(NC(=O)CC#N)CC(C)(C)C1 (centres undefined)	-21	0	1	11	14	-4	1	-5	-1
CC(=O)c1ccc(NC(=O)COc2ccc3c(c2)OCO3)cc1	-10	2	0	14	0	-5	-1	-4	3
CCCc1cc(=O)oc2cc(C)cc(OC(=O)c3ccco3)c12	-10	0	6	4	-4	-8	-1	11	8

Arranged by heavy-atom count (highest first): 13 of the compounds above
SMILES	CHRM1 antagonist	CHRM4 agonist	TAAR1 ag	M1 PAM	CHRM5 PAM	M1 ag	CHRM5 agonist	M4 antag	M5 antag
Cc1cccc(NC(=O)C2C3C=CC4(O3)C2C(=O)N(CCCN2CCCC2)C4C(=O)NC2CCCC(C)C2C)c1 (centres undefined)	-8	0	-5	6	1	-9	-5	0	7
C[C@H](NC(=O)[C@H](Cc1ccccc1)n1c(=O)[nH]c2ccccc2c1=O)C(=O)N1CCC[C@H]1C(=O)O	-7	0	5	5	2	1	-1	-12	7
COc1ccc(Cl)cc1NC(=O)CSc1nc(N2CCCCC2)nc(N2CCCCC2)n1	-29	0	1	10	14	-2	1	6	8
CCOC(=O)N1CCN(c2ccc(S(=O)(=O)N3CCOCC3)cc2[N+](=O)[O-])CC1	-12	1	1	12	1	0	2	-5	4
OCC1(Cc2ccccc2C(F)(F)F)CCN(Cc2ccccc2)CC1	21	8	7	-15	-25	-5	-14	2	11
Cc1cc(C)c(C2=CC(=O)C[C@H](c3ccc4c(c3)OCO4)C2)c(C)c1	14	0	18	-8	-7	-3	-2	11	10
O=C(CC1S/C(=N/N=C/c2ccco2)NC1=O)Nc1ccccc1 (centres undefined)	2	2	0	1	3	-1	1	-2	0
CC(=O)c1ccc(NC(=O)COc2ccc3c(c2)OCO3)cc1	-10	2	0	14	0	-5	-1	-4	3
Cc1ccc(-n2nc3ccc(NC(=O)C(C)C)cc3n2)cc1	-5	1	14	4	7	-5	-2	4	-4
O=C(O)C1CCCCC1C(=O)NCCc1ccc(F)cc1 (centres undefined)	3	0	81*	2	4	-2	0	3	8
CCCCCCOC(=O)/C=C/c1c(C)[nH]c(=O)[nH]c1=O	-4	0	8	8	6	-3	2	5	-6
O=C(C[n+]1cccc(/C=N/O)c1)N1CCCCCC1	-6	1	4	3	2	-10	-5	-2	-6
CC(C)(C)OC(=O)NC1CONC1=O (centres undefined)	2	0	0	6	5	2	-1	5	-11
